# Source: PubChem (National Center for Advancing Translational Sciences (NCATS))
# aSyn yeast inh: qHTS of alpha-syn Inhibitors. Yeast expressing alpha-synuclein, growth rescue, BacTiter-Glo, 24 h. Potency, µM (series often up to 46.1 µM), inactives show at the highest dose growth rescue (activation), actives largely listed as activators. 0.14% of 370,000 active; note: potency is the fitted concentration of half-maximal effect; % of control where 0% means no effect; nearly all actives have a fitted effect of over 65% in size
#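 Galactose-induced alpha-syn yeast (OD600=0.02, raffinose-pregrown) + pinned cpd, 24 hr, 30 deg C; growth by BacTiter-Glo luminescence. Growth restoration scores as activation.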
# Akt phos inh: HTS Assay for Inhibitors of Akt Phophorylation: Primary Screen | activity change, % for hits at 50 µM | 0.32% of 360,000 active | Neuro2A IGF-stimulated pAkt S473 HTRF, 20 min; active compounds read low; in the data active = activity change below about -80%; inconclusive = mostly about -51% to -80%; note: % is set by controls: 0 for no effect and ±100 for the full control effect
#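 Neuro2A cells (4,500/well, DMEM with 0.5% FBS) were treated with compound at a single 50 µM final concentration, stimulated with 6 nM IGF for 20 min at 37 °C, and lysed. Phospho-Akt Ser473 was read by HTRF as 665/615 ratio ×10^4.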
# PTHR1 agonist: qHTS for PTHR1 Agonists: Primary Screen | Parathyroid hormone/parathyroid hormone-related peptide receptor (Homo sapiens), Q03431 | HEK293 GP2 PTHR1 cells, GloSensor cAMP luminescence, 1 h | Potency, µM (titrated, usually from 115 µM), for the others: at the top dose activation, usual class: activators | 0.075% of 410,000 active | AID 743266, 2014; note: potency is the fitted concentration of half-maximal effect; nearly all actives have a fitted effect of over 55% in size; some results filed as inactive show a strong effect at the top dose; inactives centre near -15; many of its hits are not listed in these tables
# Target sequence (Q03431 whole entry, looked up): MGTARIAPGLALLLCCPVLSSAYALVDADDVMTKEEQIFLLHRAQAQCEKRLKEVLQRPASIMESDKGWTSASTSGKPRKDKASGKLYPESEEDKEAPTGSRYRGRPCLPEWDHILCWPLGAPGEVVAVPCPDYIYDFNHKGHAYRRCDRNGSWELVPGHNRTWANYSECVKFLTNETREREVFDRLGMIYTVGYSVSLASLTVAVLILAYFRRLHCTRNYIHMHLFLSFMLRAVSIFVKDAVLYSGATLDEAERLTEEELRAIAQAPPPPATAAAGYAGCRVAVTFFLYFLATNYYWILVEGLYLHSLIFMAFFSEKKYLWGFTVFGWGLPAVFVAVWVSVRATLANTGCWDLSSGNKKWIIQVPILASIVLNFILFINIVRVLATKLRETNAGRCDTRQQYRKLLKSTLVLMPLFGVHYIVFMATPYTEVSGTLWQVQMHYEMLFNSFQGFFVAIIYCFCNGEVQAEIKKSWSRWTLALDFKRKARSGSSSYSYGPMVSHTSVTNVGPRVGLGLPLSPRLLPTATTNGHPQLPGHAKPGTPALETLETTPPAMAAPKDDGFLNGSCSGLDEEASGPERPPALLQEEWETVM
#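 HEK-293-derived GP2 cells expressing PTHR1 and a GloSensor cAMP reporter, 3,000/well, plated overnight, given luciferin plus IBMX (each 0.5 mM as added) for 1 h at 37 °C, then compound for 1 h at 37 °C. Luminescence was read after 15 min at room temperature.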
# TDP43 rescue: qHTS of TDP-43 Inhibitors; TDP-43 expressing yeast growth rescue, BacTiter-Glo, 24 h; 1.8% of 410,000 active; AID 652104, 2013; Potency, µM (doses to about 46.1 µM), for the others: top-dose growth rescue (activation), actives largely listed as activators; note: potency is the fitted concentration of half-maximal effect; % of control where 0% means no effect; nearly all actives have a fitted effect of over 50% in size
#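 In this qHTS, compounds that restore growth of yeast expressing TDP-43 appear as activators. Cells (OD600=0.02, galactose medium, raffinose-pregrown) are incubated with compound 24 hr at 30 deg C and growth is quantified by BacTiter-Glo.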
# Mm-Cpn inhibitor: Inhibitors of TCP-1 ring complex (TRiC) of Methanococcus maripaludis (MmCpn): qHTS; Chaperonin Mm-Cpn (Methanococcus maripaludis); purified Mm-Cpn ATPase, ADP Transcreener TR-FRET; Potency, µM (titrated, usually from 76.9 µM), without a hit: at the top dose activity, negative = inhibition, actives largely listed as inhibitors; 0.031% of 330,000 active; AID 504842, 2011; note: potency is the fitted concentration of half-maximal effect; % is set by controls: 0 for no effect and ±100 for the full control effect; nearly all actives have a fitted effect of over 80% in size
#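 Reaction buffer contained 30 mM Tris pH 7.4, 100 mM KCl, 5 mM MgCl2 and 1 mM DTT. Mm-CPN (25 nM final) hydrolysed 10 uM ATP over 30 min at 37°C; ADP was read by HTRF.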
# FUS yeast rescue: qHTS for Suppressors of FUS Proteinopathy: Primary screen using FUS-linked yeast assay; S. cerevisiae FUS-expressing, growth rescue, OD600, 24 h; Potency, µM (doses to about 76.6 µM), for inactives: top-dose growth rescue (activation), actives largely listed as activators; 0.24% of 390,000 active;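 note: potency is the fitted concentration of half-maximal effect; plate controls were DMSO vehicle for no effect and reference control for full effect; nearly all actives have a fitted effect of over 55% in size; some results filed as inactive show a strong effect at the top dose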
#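 Yeast expressing FUS under galactose induction, OD 0.005 in 2% galactose medium; compounds in a dilution series, 24 h at 30C. Growth rescue by absorbance at 600 nm; CP55940 positive control, DMSO negative.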
# Abeta rescue: qHTS for compounds that reverse cellular toxicity of Amyloid beta (A-beta) peptide in yeast: Primary Screen; yeast expressing A-beta42, growth rescue, OD600, 48 h; response scale: 0% DMSO, 100% iron-clioquinol control; 0.063% of 410,000 active; Potency, µM (titrated, usually from 46.1 µM), for the others: at the highest dose growth rescue, actives largely listed as activators; note: potency is the fitted concentration of half-maximal effect; nearly all actives have a fitted effect of over 55% in size
#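 Yeast growth medium received pinned compounds, then yeast cells expressing toxic A-beta were added; plates incubated at 30 C for 48 hr. Growth read as absorbance at 600 nm, normalized to DMSO and equimolar FeCl3 plus clioquinol controls.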
# HEK293 tox: qHTS of GLP-1 Receptor Inverse Agonists: Cytotox Screen | HEK293 cAMP-luciferase reporter cells, luminescence, 24 h | Potency, µM (top dose mostly 38.3 µM), inactives show at the top dose activity change, negative = inhibition, usual class: inhibitors | 0.13% of 410,000 active;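 note: loss of luciferase light is scored as toxicity; potency is the fitted concentration of half-maximal effect; % is set by controls: 0 for no effect and ±100 for the full control effect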
#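 1536-well qHTS counterscreen of the MLSMR; 200 cells/uL, 12 h pre-incubation, 23 nL cpd, 24 h at 37 deg C 5% CO2, luciferase detection reagent, 12 min RT, luminescence. Inhibition = undesired.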
# GLP1R inv ag: qHTS of GLP-1 Receptor Inverse Agonists (Inhibition Mode) | Glucagon-like peptide 1 receptor (Homo sapiens), P43220 | HEK293 GLP-1R CRE-luciferase, luminescence, 24 h; GLP-1R form is constitutively active | Potency, µM (highest dose often 38.3 µM), for inactives: at the top dose activity change, negative = inhibition, actives largely listed as inhibitors | 1.6% of 410,000 active | AID 624417, 2012; note: potency is the fitted concentration of half-maximal effect; % is set by controls: 0 for no effect and ±100 for the full control effect; nearly all actives have a fitted effect of over 55% in size
# Target sequence (P43220 whole entry, looked up): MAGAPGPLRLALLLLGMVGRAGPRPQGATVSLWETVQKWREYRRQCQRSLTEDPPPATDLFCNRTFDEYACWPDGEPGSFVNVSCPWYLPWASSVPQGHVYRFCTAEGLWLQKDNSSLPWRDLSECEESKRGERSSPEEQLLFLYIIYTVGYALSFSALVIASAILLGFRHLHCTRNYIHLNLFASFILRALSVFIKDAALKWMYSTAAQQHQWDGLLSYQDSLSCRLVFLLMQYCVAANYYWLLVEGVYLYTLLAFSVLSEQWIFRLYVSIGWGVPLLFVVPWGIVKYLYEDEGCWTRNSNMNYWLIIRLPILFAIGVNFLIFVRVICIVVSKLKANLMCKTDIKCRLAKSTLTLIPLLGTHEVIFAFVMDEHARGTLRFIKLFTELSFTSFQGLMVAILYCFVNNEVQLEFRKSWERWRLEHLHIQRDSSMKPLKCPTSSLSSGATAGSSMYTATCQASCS
#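 Assay principle: reduced luminescence from a cAMP-responsive reporter in HEK293 cells co-expressing a constitutively active GLP-1R. Conditions: 24 hr compound incubation, 37 deg C, 5% CO2.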
# Numbers without * were called inactive; i = inactive; u = inconclusive; x = not tested or not shown; [ ] = remark or other dose. Unless noted, calls come from the whole dose curve; as a rule, active = well fitted curve in the direction sought with a large enough effect; inconclusive = small, poorly fitted or top-dose-only effect, or another doubt; inactive = no such curve, though single readings can be large; an effect the other way counts as inactive or inconclusive.
# Every second line gives: aSyn yeast inh, Akt phos inh, PTHR1 agonist, TDP43 rescue, Mm-Cpn inhibitor, FUS yeast rescue, Abeta rescue, HEK293 tox, GLP1R inv ag
COc1ccc(OCC(=O)NCCC2=CCCCC2)c([N+](=O)[O-])c1
 : 12.2%, i, -37.0%[inhibitor], u, -26.6%, 8.1%, -13.3%, -17.3%, u
CCOC(=O)c1c(S(=O)(=O)N2CCCC(C(=O)N(C)Cc3ccccc3)C2)c(C)n(C)c1C (configuration not stated)
 : x, x, i, 13.2%, x, 6.1%, -1.0%, 9.7%, 2.3%
COc1cc2c(c(OC)c1OC)-c1c(cc(OC)c(OC)c1OC)C[C@](C)(O)[C@@H](C)C2
 : 0.5%, i, i, 20.2%, -0.5%, 18.4%, 16.5%, -7.4%, 3.9%
Cc1ccc(S(=O)(=O)N2CN(CC3CCCO3)c3nc4ccccc4nc32)c(C)c1 (configuration not stated)
 : 1.0%, x, -26.6%, 25.0%, -4.4%, 15.2%, 20.0%, -17.9%, 4.8%
Cc1ccc(Cn2c(C3CCCN3c3nc(-c4cc(Cl)c(N)c(Cl)c4)cs3)nc3cc(Cl)c(Cl)cc32)cc1 (configuration not stated)
 : -1.8%, i, i, 0.0%, x, 12.0%, 0.5%, -9.4%, -2.1%
COc1cccc(CNC(=O)[C@@H]2CCCN2C(=O)[C@H]2CCCCN2C(=O)c2c(F)cccc2F)c1
 : 6.1%, i, i, -0.8%, x, 2.4%, -9.8%, 6.1%, 3.3%
COC(=O)c1cn(Cc2ccccc2C)nn1
 : 1.7%, i, -14.8%, -23.8%, 1.2%, 23.2%, -2.4%, -6.0%[1.53 µM], -2.9%
Cc1cc(NC(=O)CSc2nc3cc(Cl)ccc3s2)no1
 : -7.0%, i, i, 7.1%, -0.1%, -4.0%, -3.6%, 61.3%[activator], 7.4%
CCCCNC(=O)C1CCN(c2nc(C)cc(C)n2)CC1
 : -3.5%, i, i, -3.4%, 0.1%, -2.9%, 1.8%, -9.8%, 11.5%
CC(C)CSc1nc2c(=O)[nH][nH]c(=O)c2n1Cc1ccccc1
 : 7.2%, i, -2.4%, 8.8%, -0.2%, 36.7%, 15.4%, 0.3%, 7.1%
COC(=O)c1ccc(CNC(=O)/C=C/[C@H]2O[C@@H](n3cc(C)c(=O)[nH]c3=O)C[C@@H]2O)cc1
 : -0.9%, i, u, -3.4%, x, -14.7%, -2.0%, -3.5%, 3.0%
CC1CN(C(=O)c2c(Br)cnn2C)CC(C)O1 (configuration not stated)
 : -5.4%, i, i, 11.6%, -1.9%, x, -7.6%, -11.7%, 15.6%
CC(C)Cc1nc(N2CCN(C(=O)c3ccco3)CC2)c(C#N)c2c1CCCC2
 : -12.4%, i, -36.2%[inhibitor], u, -1.0%, u, -21.2%, -26.4%, 8.91µM*
C[C@H]1CN([C@@H](C)CO)C(=O)CCCn2cc(nn2)CO[C@@H]1CN(C)S(=O)(=O)c1ccccc1C#N
 : 21.4%, i, -39.2%[inhibitor], 0.0%, x, -31.1%, 2.6%, -4.8%, 6.6%
COc1ccc(-c2cc(CNc3nc(NCc4ccccc4OC)nc4ccsc34)on2)cc1
 : 4.8%, i, i, 14.0%, x, 0.3%, -2.9%, -10.0%, u
CCOC(=O)C(/C=C(\C#N)C(=O)OCC)=C(/N)N1CCN(c2c(C)cccc2C)CC1
 : 6.2%, i, i, -2.2%, -0.9%, -18.4%, 14.0%, 7.4%, -3.5%
CCOC(=O)CSc1nc2cc(C(=O)N3CCC(C(N)=O)CC3)ccc2c(=O)n1C1CCCCC1
 : 1.7%, i, i, -16.9%, 2.6%, 13.7%, -6.1%, 6.8%, 24.3%
O=C(NC(=S)Nc1ccc(S(=O)(=O)N2CCCCCC2)cc1)c1cccs1
 : -6.7%, i, -23.9%, 10.0%, -0.7%, -15.8%, 12.2%, -11.5%, -15.5%
O=C(NC(=S)Nc1ccccc1C(=O)O)c1ccc2ccccc2c1
 : 9.5%, i, -0.8%, 12.6%, -0.5%, 13.2%, -15.9%, 6.1%, 10.4%
COc1ccccc1NC(=O)C1=C(C)NC(=O)NC1c1ccc(C)s1 (configuration not stated)
 : -3.3%, i, i, 17.9%, -4.3%, 1.1%, -12.8%, -8.7%, 0.4%
CCOc1ccc(C(=O)c2c(N)c(-c3nc(-c4ccc5c(c4)OCO5)cs3)c3ccccn23)cc1
 : x, x, i, 15.0%, x, -0.3%, -9.4%, 2.5%, 4.6%
COC(=O)CCCC(=O)N(C)CC1CCCN(CCc2ccccc2C)C1 (configuration not stated)
 : 0.1%, i, i, x, x, 20.7%, -5.5%, -14.8%, -27.4%
O=C(/C=C\c1ccc2c(c1)OCO2)NC1CC(=O)N(c2cccc(F)c2)C1 (configuration not stated)
 : x, x, 13.2%, 18.3%, x, -1.3%, -5.9%, -4.5%, -25.5%
Cc1cc(N/N=C/c2ccc(Cl)cc2)nc(NCc2ccccc2)n1
 : -25.8%, i, i, -19.9%, -0.6%, 16.1%, -22.0%, -16.1%, 4.47µM*
Cc1ccc(N=C2NC(=O)/C(=C/c3cccn3C)S2)c(C)c1
 : 1.6%, i, -9.8%, 2.6%, 0.8%, 19.1%, -10.2%, u, -19.2%
N#Cc1ccccc1OCC(=O)NCc1ccccc1CN1CCCC1
 : 2.4%, i, u, 19.0%, -3.2%, 8.7%, -2.3%, 4.0%, u
CCc1c(-c2cccc(Cl)c2)ncn1Cc1cccc(-c2ccccc2)c1
 : -20.9%, i, -34.0%[inhibitor], u, x, 35.3%, -13.7%, 18.7%, u
CCCCn1c(SCC(=O)NCCCOC)nc2c(sc3ccccc32)c1=O
 : -6.4%, x, i, 24.3%, x, -12.3%, 10.4%, 0.4%, 7.7%
CC(C)OCCCNC(=O)COc1ccc2oc3c(c2c1)CCCC3
 : 1.2%, i, -50.4%[inhibitor], u, -0.4%, 17.3%, -5.5%, 4.9%, u
COc1ccc2cc(C#N)c(SCC(=O)Nc3nonc3C)nc2c1
 : 4.3%, i, -2.5%, 6.4%, -12.3%, -24.0%, -30.9%[inhibitor], -20.2%, 12.9%
COC(=O)/N=C(/Cc1ccc(OC)cc1)c1ccc(OC)cc1
 : -2.9%, i, -19.5%, 22.4µM*, 0.1%, -22.3%, 21.7%, -12.4%, u
CSc1ccc(CCNC(=O)c2sc3ncccc3c2-n2cccc2)cc1
 : x, x, -34.7%[inhibitor], u, x, 20.5%, -23.6%, -8.9%, u
O=C(NCc1ccccc1)C1CCC1
 : 2.0%, i, -24.2%, 5.9%, -0.4%, x, 30.9%, 18.7%, 3.5%
Cc1cc(C)cc(NC(=S)Nc2ccc(Cl)c(Cl)c2)c1
 : -59.6%[inhibitor], i, -23.6%, -91.8%[inhibitor], 0.6%, -15.2%, -83.7%[inhibitor], u, u
COc1cc(C(=O)Nc2cccc(C(C)=O)c2)cc(OC)c1OC
 : 0.3%, i, -0.5%, 18.8%, -6.6%, 3.9%, 9.0%, 5.9%, 14.5%
CCC(C)Oc1ccc(C(=O)Nc2ccc(CN3CCOCC3)cc2)cc1 (configuration not stated)
 : 3.5%, i, -33.5%[inhibitor], 16.0%, u, 6.9%, 6.1%, -2.0%, u
C=CCNC(=S)NNC(=O)COc1cccc(Cl)c1
 : -1.7%, i, i, 14.9%, 2.0%, 6.0%, 6.0%, -4.1%, 0.0%
Cc1csc2c(N3CCN(C(=O)NC(C)(C)C)CC3)ncnc12
 : 2.4%, i, -17.5%, 5.1%, 0.2%, 3.7%, 3.3%, u, 21.0%
CC(=O)Oc1ccc(/C=C(\NC(=O)c2cccc(Br)c2)C(=O)Nc2ccc(C(=O)O)cc2)cc1
 : -0.8%, i, -4.6%, 5.1%, x, 11.6%, -11.7%, -5.6%, 7.5%
COC(=O)Cn1c(CCS(=O)(=O)c2ccc(C)c(C)c2)nc2ccccc21
 : -5.5%, i, 17.4%[57.5 µM], -12.1%, -3.7%, -5.5%, 3.5%, 4.1%, -6.0%
Cc1ccccc1OCCSc1nc2ccc(NC(=O)c3cccs3)cc2s1
 : x, x, i, -22.4%, x, u, -19.6%, 7.3%, 12.6µM*
O=C(NC1CCCC1)C(c1ccc(N2CCOCC2)cc1)N(C(=O)c1ccco1)c1ccccc1F (configuration not stated)
 : 0.0%, i, -18.6%, -4.9%, 2.8%, 11.2%, 0.2%, -2.1%, 2.8%
COc1cc(NC(=O)c2ccc(S(=O)(=O)N(C)c3ccccc3OC)cc2)cc(OC)c1
 : 2.1%, i, i, -7.0%, -1.0%, u, 7.7%, -9.0%, 7.94µM*
CC(C)(C)c1cc(C(=S)N2CCN(CCO)CC2)cc(C(C)(C)C)c1O
 : 0.4%, i, -53.5%[inhibitor], -18.4%, 2.5%, 3.6%, 17.1%, -15.4%, 0.0%

# Some of the compounds tested, so the mix of outcomes need not match the whole.
